Assay outcomes: PubChem, several laboratories
SDO1 yeast rescue = compounds rescuing growth of sdo1-depleted yeast, bone marrow failure model; S. cerevisiae sdo1-depleted JHY4D growth rescue, OD600 30 h; hits give high values; pdr5 snq2 efflux-pump mutant strain; z-score at 10 µM; 140,000 compounds, 0.21% hits;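 active = z-score above 3 at both the 24 hr and the 30 hr optical density reads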;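 also: z-score against mean and SD of all compound wells on the same plate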
INS promoter inh = TRM-6 insulin promoter activity inhibition | inhibition, % at 2 µM | AID 1273 | TRM-6 cells (human fetal islet line), insulin promoter-eGFP reporter, imaging; reporter expression induced with tamoxifen | 130,000 compounds, 0.9% hits;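 active = inhibition above the mean plus 3 SD, with well images judged a real hit on visual review, cut at about 60% in these data, passing the limit was not always enough; inconclusive = inhibition over the cutoff but images rejected on review; inactive = inhibition not above the cutoff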
SDO1 yeast rescue Rescue 24 h = also measured in SDO1 yeast rescue; calls as there; z-score; S. cerevisiae sdo1-depleted JHY4D growth rescue, OD600; measured here: growth rescue at 24 h;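 0 is the plate mean of compound wells and units are plate SD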
* marks the source's active call; other numbers are inactive results; ? = inconclusive; . = not tested or not shown.

SMILES	SDO1 yeast rescue	SDO1 yeast rescue Rescue 24 h	INS promoter inh
O=C(COC(=O)C1=COCCO1)Nc1ncc(C(F)(F)F)cc1Cl	0.23	-0.03	21
Cc1ccc(S(=O)(=O)N2CCCOC2)cc1	1	1.7	-22
COc1ccc(OC)c(S(=O)(=O)NCCc2cn3ccsc3n2)c1	0.16	2.3	.
COc1ccc(Cn2c(=O)sc3ccccc3c2=O)cc1	.	.	27
CCC(CO)NCCNC(CC)CO (stereo not given)	0.82	1.1	15
CCCOC(=O)Nc1cc(OC)c(Cl)cc1OC	-0.24	-0.7	-273
Cc1cc2[nH]c(=S)[nH]c2cc1C	0.1	-0.18	11
CCn1c(CNS(=O)(=O)c2ccc(Cl)cc2)n[nH]c1=S	.	.	12
CC(C)Oc1ccc(CNC(=O)Cn2c(=O)oc3ccccc32)cc1	-0.41	-0.61	.
Cc1ccc(CS(=O)(=O)Cc2ccc(C(=O)NCc3ccco3)o2)cc1	-0.45	-1.1	-38
COc1cccc(-c2nnc(SCC(=O)N(C(C)C)C(C)C)o2)c1	-0.01	0.15	-31
CCOC(=O)N/N=C/c1ccc(OCCSc2ccc(Cl)cc2)c(OCC)c1	-0.95	-0.69	?
CCn1nnc2sc3c(c2c1=O)CCC(C)C3 (stereo not given)	0.02	0.31	78*
COc1cccc(NC(=O)C2C3CC4OC(=O)C2C4C3)c1 (stereo not given)	0.47	-0.05	14
CC(C)CCOCC(=O)Nc1cccc(C(=O)O)c1	0.62	0.88	-12
O=C(CSc1ccc(F)cc1)Nc1ccccc1Br	.	.	49
COc1cccc(NC(=O)C2CC(=O)N=C(N)S2)c1 (stereo not given)	0.52	-0.27	0
O=C(CCS(=O)(=O)Cc1ccccc1)NCc1ccco1	-0.24	-0.26	0
Cc1ccc(-n2cc(CNCCN3CCOC3=O)c(-c3cccc(C)c3)n2)cc1	.	.	27
CCC(=O)c1ccc(OCC(O)CN2CCCCC2)cc1 (stereo not given)	-0.11	-0.29	61
CCCCC(=O)NCc1ccc(F)cc1	1.3	0.78	-19
O=C(CNC(=O)c1ccco1)OC(C(=O)c1ccccc1)c1ccccc1 (stereo not given)	-0.04	-1.7	-6
COc1ccc(-c2cc(=Nc3ccc(C)cc3)c3ccccc3o2)cc1	-2.5	-2.2	0
Nc1c(C(=O)N/N=C/c2cccnc2)cnn1-c1ccccc1	0.78	0.99	0
O=S1(=O)N=C(N2CCc3ccccc3C2)c2ccccc21	0.72	0.6	.
SMILES	SDO1 yeast rescue	SDO1 yeast rescue Rescue 24 h	INS promoter inh
Cc1ccc(S(=O)(=O)N(NC2=NS(=O)(=O)c3ccccc32)C(=O)c2ccccc2)cc1	0.03	-0.64	-26
COc1ccc(NC(=O)COC(C)=O)cc1Cl	0.24	0.49	12
Cc1ccc(C(=O)/C=C/c2ccc(F)cc2)o1	-0.57	-0.12	4
COc1cc(C2NC(=S)NC(O)(C(F)(F)F)C2C(=O)c2cccs2)cc(OC)c1O (stereo not given)	0.88	0.66	42
O=C(Oc1cccc(N2C(=O)CCC2=O)c1)C1CC(=O)N(c2ccc(Br)cc2)C1 (stereo not given)	-0.09	-0.28	3
Cc1nn(Cc2ccccc2)c2c1C(c1ccco1)C(C#N)=C(N)O2 (stereo not given)	0.1	0.12	12
CCOC(=O)C1=C(C)NC(=S)NC1c1cccs1 (stereo not given)	-0.24	-0.77	7
Cc1cc(N2CCN(C)CC2)ccc1NC(=O)c1c2c(nc3ccccc13)CCN(Cc1ccccc1)C2	.	.	36
CCCN1CCN(C(=S)Nc2ccccc2C(F)(F)F)CC1	1	0.89	.
Cc1ccc(C(=O)OC2CCS(=O)(=O)c3sccc32)cc1 (stereo not given)	-0.34	-0.06	30
COc1ccc(-c2nc3c4ccccc4ccn3c2C=O)cc1	.	.	41
COc1ccc(OC)c(C2C(C(=O)Nc3ccc(F)cc3)=C(C)Nc3nc(CCCO)nn32)c1 (stereo not given)	1.3	1.2	-30
Cc1cc(OC(=O)c2ccccc2Cl)ccc1N1C(=O)CCC1=O	.	.	-29
O=C(Nc1ccccc1C(=O)NC1CCCCC1)c1ccco1	0.21	0.13	-49
Cc1cccc(NC(=O)Nc2ccncc2)c1	.	.	14
O=C1c2ccccc2NC(c2cnc3ccccc3n2)N1O (stereo not given)	0	-0.56	-100
CCN(CC)CCNC(=O)Cn1nc(Cc2cccnc2)c2ccccc2c1=O	0.65	0.1	.
COc1ccccc1C1(CCNS(=O)(=O)c2ccc(C)cc2)CCOC(C(C)C)C1 (stereo not given)	0.3	0.51	.
COc1ccc(O)c(C(=O)c2cnc3c(c2)c(-c2ccc(F)cc2)c(C#N)c(=O)n3C)c1	.	.	20
CC1CCC(=NNc2ccc(C(F)(F)F)cc2[N+](=O)[O-])CC1 (stereo not given)	0.73	0.86	.
CSc1cccc(NC(=O)Nc2ccccc2)c1	1.8	1	-17
CCOC(=O)c1nn(-c2ccccc2C)c(=O)c(C#N)c1C	-0.28	-0.24	28
N#CC(C#N)=c1ccc2c(c1)NC1(CCCCC1)N=2	2.9	6.7	.
CN1[C@@H](CC(=O)c2ccccc2)CCC[C@H]1C[C@H](O)c1ccccc1	-0.56	-0.44	-14
O=C(CSc1nc2ccccc2c(=O)n1-c1ccccc1)NC(=O)CN1CCCC1=O	.	.	33
SMILES	SDO1 yeast rescue	SDO1 yeast rescue Rescue 24 h	INS promoter inh
Cn1ccnc1C(=O)c1cc(=O)c2ccccc2o1	0.18	0.03	36
C(=N\N1CCN(Cc2ccccc2)CC1)/c1cccnc1	0.52	0.4	17
Cc1nnc(N/N=C/c2cc([N+](=O)[O-])c(N3CCC(C)CC3)cc2N2CCC(C)CC2)n1N	-0.68	-0.44	-8
CCOC(=O)C1CCN(c2cc(=O)n(C3CCCCC3)c(=O)[nH]2)CC1	1.4	0.77	.
CC1S/C(=C(\C#N)C(=O)NCc2ccco2)N(Cc2ccco2)C1=O (stereo not given)	0.35	0.54	-23
CCN(C(=O)CN1CCN(c2ccccc2)CC1)c1c(N)n(Cc2ccccc2)c(=O)[nH]c1=O	2.2	2.3	.
CCOC(=O)N1CCN(C(=O)c2cn(CC)c3ccc(S(=O)(=O)N4CCC(C)CC4)cc3c2=O)CC1	.	.	0
CC(C)(C)c1ccc(C(=O)NNC(=O)C(=O)N2CCCCC2)cc1	2	2.5	-37
COc1ccccc1/C=C/C(=O)OCC(=O)Nc1cc(C(F)(F)F)ccc1N1CCOCC1	0.73	0.67	.
O=C(N/N=C/c1cccnc1)c1ccccc1OCc1ccc(Cl)cc1	.	.	4
CC(=O)c1ccc(OC(=O)C2CC(=O)N(c3cccc(C)c3)C2)cc1 (stereo not given)	0.06	-0.75	-9
O/N=C/c1ccc(OCc2ccccc2)c(Br)c1	-2.1	-1.4	-5
CSCC[C@H](NC(=O)OC(C)(C)C)C(=O)N1CCC(C(=O)N[C@@H](C)C(=O)O)CC1	1.5	0.97	-3
O=C(NC(Cc1ccccc1)C(=O)O)/C(=C\c1ccco1)NC(=O)c1ccccc1 (stereo not given)	0.6	0.05	-22
Cc1csc(NC(=O)c2ccc(C)c(S(=O)(=O)N3CCCCC3)c2)n1	0.78	-0.02	.
Cc1ccc(NC(=O)N/C=C/c2ccco2)cc1	1.5	2.3	7
Cc1ccccc1C1N(c2nccs2)C(=O)C2CCCN21 (stereo not given)	.	.	47
Cc1ccc(C(=O)NC(NCc2ccccc2)C(Cl)(Cl)Cl)cc1 (stereo not given)	-0.17	-0.12	24
CSc1nnc2c3cc(C)ccc3n(Cc3ccccc3)c2n1	-0.34	1	.
CC1=NN(c2ccccc2)C(=O)C1c1ccccc1 (stereo not given)	0.38	0.46	0
O=C(CN1CCN(c2ccc(O)cc2)CC1)Nc1ccc2c(c1)OCCO2	.	.	10
c1ccc(-c2nc3ccccn3c2NC2CCCC2)nc1	.	.	-23
CCc1ccc(/C(C)=N/NC(=O)c2ccccn2)cc1	.	.	-44
Cc1nnc(N/N=C/c2ccc(-c3ccccc3F)o2)n1N	.	.	-27
O=C(NN=C(Cc1ccccc1)Cc1ccccc1)C1CC1	.	.	0

Part of the list above in order of number of heavy atoms, falling.
SMILES	SDO1 yeast rescue	SDO1 yeast rescue Rescue 24 h	INS promoter inh
O=C(NC(Cc1ccccc1)C(=O)O)/C(=C\c1ccco1)NC(=O)c1ccccc1 (stereo not given)	0.6	0.05	-22
CSCC[C@H](NC(=O)OC(C)(C)C)C(=O)N1CCC(C(=O)N[C@@H](C)C(=O)O)CC1	1.5	0.97	-3
Cc1ccc(C(=O)NC(NCc2ccccc2)C(Cl)(Cl)Cl)cc1 (stereo not given)	-0.17	-0.12	24

Following part.
SMILES	SDO1 yeast rescue	SDO1 yeast rescue Rescue 24 h	INS promoter inh
CCN(C(=O)COC(=O)/C=C/c1nc2ccccc2s1)C1CCS(=O)(=O)C1 (stereo not given)	.	.	36
CC(C)C(=O)NN(C(=O)c1ccccc1)c1ccccc1	.	.	33
COc1cc(/C=C2/SC(=S)N(c3ccccc3)C2=O)ccc1Oc1nc(N2CCOCC2)nc(N2CCOCC2)n1	-0.68	0.11	-82
Cc1ccc(C)c(SCC(=O)Nc2cc(C)nn2-c2ccc(F)cc2)c1	-0.17	-0.28	.
CCCCOc1ccc(C(O)(CCC)CCN2CCOCC2)cc1 (stereo not given)	-0.15	0.1	-36
Cc1ccc2[nH]c3c(N4CCOCC4)ncnc3c2c1	-0.23	-0.54	61
CC(=O)c1cc(F)c(N2CCOCC2)cc1C	-0.1	-1.1	-19
CC(O)C(C(=O)OCc1ccc([N+](=O)[O-])cc1)N1C(=O)c2ccccc2C1=O (stereo not given)	-0.65	0.2	62*
OC1CCCN(Cc2cn(Cc3ccccc3)nc2-c2cc3ccccc3o2)C1 (stereo not given)	.	.	13
O=[N+]([O-])c1cccc(/C=N/N2CCN(Cc3ccccc3)CC2)c1	.	.	-41
CCN(CCCNC(=O)C1CCN(S(=O)(=O)CC)CC1)c1cccc(C)c1	0.67	0.66	0
CCc1ccc(NC(=O)N(CCCOC(C)C)C2CCN(C(C)=O)CC2)cc1	-0.87	-0.37	.
N#CC1=C(N)OC2=C(C(=O)CC(c3ccccc3)C2)C1c1cccnc1 (stereo not given)	0.48	-0.63	-21
Cc1ccc(NCC(=O)c2ccccc2)cc1Cl	0.43	-0.18	-47
Cn1c(NCC2CCCO2)nc2c1c(=O)n(Cc1ccccc1)c(=O)n2C (stereo not given)	0.53	-0.06	-12
Cc1cccc(Oc2ccc(N)cc2)c1	-0.71	-0.53	7
CCC1CCCCN1C(=O)Cn1c(C(=O)OC)cc2sc(Cl)cc21 (stereo not given)	-0.73	0.09	-272
O=C(Nc1cccc(NC(=O)c2ccco2)c1)c1ccc2c(c1)OCO2	0.06	-0.83	48
CCC(Sc1nncn1C)C(=O)Nc1ccccc1OC (stereo not given)	1.3	0.81	-141
O=C(NCc1ccco1)c1ccc(Cn2c(=O)c3sccc3n(Cc3ccc(F)cc3)c2=O)cc1	-0.59	-0.4	.
O=C(O)CCC(=O)c1ccc2c(c1)OCCCO2	0.29	-0.69	.
Cc1ccc(C(C)C)cc1OCC(=O)N/N=C/c1ccc2c(c1)OCCO2	-0.72	0.64	23
Cc1cc(NC(=O)COc2ccc(Cl)cc2Cl)n(CCC#N)n1	0.3	0.48	-47
Cn1c(C(=O)N2CCCC(C(=O)O)C2)cc2sccc21 (stereo not given)	1	0.41	.
Cc1ccc(C(=O)CSc2nnc(-c3c[nH]c4ccccc34)o2)cc1	-0.3	0.66	-8

In the list so far, 5 have a COOH group:
SMILES	SDO1 yeast rescue	SDO1 yeast rescue Rescue 24 h	INS promoter inh
CC(C)CCOCC(=O)Nc1cccc(C(=O)O)c1	0.62	0.88	-12
CSCC[C@H](NC(=O)OC(C)(C)C)C(=O)N1CCC(C(=O)N[C@@H](C)C(=O)O)CC1	1.5	0.97	-3
O=C(NC(Cc1ccccc1)C(=O)O)/C(=C\c1ccco1)NC(=O)c1ccccc1 (stereo not given)	0.6	0.05	-22
O=C(O)CCC(=O)c1ccc2c(c1)OCCCO2	0.29	-0.69	.
Cn1c(C(=O)N2CCCC(C(=O)O)C2)cc2sccc21 (stereo not given)	1	0.41	.

Carrying on:
SMILES	SDO1 yeast rescue	SDO1 yeast rescue Rescue 24 h	INS promoter inh
CCc1nc2sc(C#N)c(N)c2c2c1CCCC2	-1.6	-0.7	62
CCOc1cc(N2CCOCC2)c(OCC)cc1NC(=O)CN1C(=O)NC2(CCc3ccccc32)C1=O (stereo not given)	0.01	-1.4	10
COc1ccc(-c2nc(-c3ccc(NC(=O)c4ccncc4)cc3)no2)cc1OC	-0.2	1.3	.
COc1cc(S(=O)(=O)N2CCCC3(CCCCC3)C2)ccc1-n1cnnn1	-1.1	-0.27	-5
CC(=O)c1ccc(NC(=O)C(C)N(C)CC(=O)Nc2ccc(Cl)cc2)cc1 (stereo not given)	.	.	-24
O=C(N/N=C/c1ccncc1)c1ccc(NS(=O)(=O)c2cccs2)cc1	.	.	20
CCOC(=O)N1CCC(N2C(=O)c3ccc(C(=O)Nc4ccc(F)cc4F)cc3C2=O)CC1	0.15	1.4	.
S=C(NCc1ccc2c(c1)OCO2)Nc1ccc(-c2nc3ccccc3[nH]2)cc1	1.5	0.37	-373
O=C(NC1CC1)c1scc2c1OCCO2	1.1	1.6	29
Cc1ccc(-n2c(-c3ccncc3)nnc2-c2ccco2)cc1	-0.94	-0.66	.

Compound profiles, from the list above.
CC(=O)c1ccc(NC(=O)C(C)N(C)CC(=O)Nc2ccc(Cl)cc2)cc1 (stereo not given) reads SDO1 yeast rescue: .; SDO1 yeast rescue Rescue 24 h: .; INS promoter inh: -24
COc1cc(S(=O)(=O)N2CCCC3(CCCCC3)C2)ccc1-n1cnnn1 reads SDO1 yeast rescue: -1.1; SDO1 yeast rescue Rescue 24 h: -0.27; INS promoter inh: -5
COc1ccc(-c2nc(-c3ccc(NC(=O)c4ccncc4)cc3)no2)cc1OC reads SDO1 yeast rescue: -0.2; SDO1 yeast rescue Rescue 24 h: 1.3; INS promoter inh: .
